Screening results from PubChem.
BoNT F protease: inhibitors of Botulinum neurotoxin F light chain protease. Multiplex microsphere protease cleavage assay, flow cytometry. 360,000 compounds, 0.22% hits. inhibition, % at 10 µM. AID 588497; in the data active = inhibition above about 35%, passing the limit was not always enough; inconclusive = no clear call, values can overlap the other calls; note: plate controls were buffer without enzyme for full effect and enzyme alone for no effect
PriA SSB inh: blocks PriA binding to SSB C-terminal tail. inhibition, % at 33 µM. AID 1272365. AlphaScreen SSBct-PriA binding, biotinylated peptide. 430,000 compounds, 0.6% hits; in the data active = inhibition mostly above about 37%, no sharp cut-off; inactive = mostly below about 20%;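 note: plate controls were negative control peptide for no effect and reference peptide for full effect; strong numbers were not always called active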
DUSP3 inh: blocks human VHR1 dual specificity phosphatase; recombinant VHR phosphatase, pNPP absorbance; P51452; inhibition, % at 13.3 µM; AID 1654; 290,000 compounds, 0.52% hits; in the data active = inhibition above about 50%; note: some compounds called inactive have numbers as strong as hits
Target sequence (P51452 whole entry, looked up): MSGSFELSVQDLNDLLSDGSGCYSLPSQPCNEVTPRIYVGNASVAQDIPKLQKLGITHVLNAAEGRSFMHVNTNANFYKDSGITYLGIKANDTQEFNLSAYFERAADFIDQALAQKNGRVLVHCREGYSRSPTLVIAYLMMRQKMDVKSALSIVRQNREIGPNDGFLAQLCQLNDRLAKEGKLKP
MazF activator: activators of E. coli MazEF toxin-antitoxin RNase. activation, % at 20 µM. 350,000 compounds, 0.32% hits. P0AE70. FAM/BHQ RNA-DNA oligo cleavage fluorescence, 5 h; in the data active = activation above about 50%
Target sequence (P0AE70 whole entry, looked up): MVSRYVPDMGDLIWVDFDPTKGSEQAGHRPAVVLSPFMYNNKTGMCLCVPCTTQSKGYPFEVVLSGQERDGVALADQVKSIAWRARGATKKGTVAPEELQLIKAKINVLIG
CCHF vOTU inh: CCHFV vOTU protease inhibition | Pep-AMC fluorescence | 370,000 compounds, 0.55% hits | inhibition, % at 11.5 µM; in the data active = inhibition above about 30%; note: 0% = vehicle wells with enzyme and 100% = no enzyme wells
SARS 3CLpro inh: SARS-CoV 3CLpro protease inhibition | recombinant SARS-CoV 3CLpro, quenched FRET peptide cleavage | inhibition, % at 6 µM | P0C6X7 | 290,000 compounds, 0.14% hits; in the data active = inhibition above about 12%
Anthrax LF prot: anthrax lethal factor protease inhibition. multiplex microsphere protease cleavage assay, LF. P15917. inhibition, % at 10 µM. AID 588501. 360,000 compounds, 0.12% hits; note: plate controls were buffer without enzyme for full effect and enzyme alone for no effect
BoNT-A LC inh2: inhibitors of Botulinum neurotoxin A light chain protease | multiplex microsphere protease substrate cleavage, flow cytometry | inhibition, % at 10 µM | 360,000 compounds, 0.17% hits; note: plate controls were buffer without enzyme for full effect and enzyme alone for no effect
PrPC surface inh: reduces human prion protein on the cell surface; P04156; cell surface PrPC, TR-FRET read-out; inhibition, % at 13.8 µM; 370,000 compounds, 0.43% hits; AID 720596; in the data active = inhibition above about 24%; note: 0% = median of the test wells and 100% = reference compound wells
Rv3671c protease: inhibits the M. tuberculosis serine protease Rv3671c | inhibition, % at 5.96 µM | 320,000 compounds, 0.048% hits | AID 2606; in the data active = inhibition above about 38%;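 note: extracellular domain of Rv3671c used as enzyme; 0% = enzyme with DMSO and 100% = no enzyme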
Target sequence (P9WHR9 whole entry, looked up, the tested form may be a part): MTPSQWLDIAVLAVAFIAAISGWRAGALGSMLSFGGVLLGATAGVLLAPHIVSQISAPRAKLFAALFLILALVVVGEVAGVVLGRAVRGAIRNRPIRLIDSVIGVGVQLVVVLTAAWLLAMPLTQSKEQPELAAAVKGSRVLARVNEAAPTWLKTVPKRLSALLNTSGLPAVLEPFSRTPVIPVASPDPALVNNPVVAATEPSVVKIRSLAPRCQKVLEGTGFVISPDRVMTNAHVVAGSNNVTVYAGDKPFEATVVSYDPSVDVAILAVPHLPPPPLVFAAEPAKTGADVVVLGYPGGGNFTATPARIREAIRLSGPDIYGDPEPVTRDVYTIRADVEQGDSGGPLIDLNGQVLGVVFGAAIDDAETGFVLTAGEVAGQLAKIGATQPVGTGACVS
An asterisk follows results filed as active; i = inactive; ? = inconclusive; · = not tested or not shown. Cut-off read from the data, not from the text of the source, unless noted: active = inhibition above about 30%; inconclusive = no clear call, values can overlap the other calls; inactive = below that. Some of the compounds tested, so the mix of outcomes need not match the whole.

SMILES	BoNT F protease	PriA SSB inh	DUSP3 inh	MazF activator	CCHF vOTU inh	SARS 3CLpro inh	Anthrax LF prot	BoNT-A LC inh2	PrPC surface inh	Rv3671c protease
COC(=O)c1c(NC(NC(=O)C(C)C)C(Cl)(Cl)Cl)sc2c1CCC2 (centres undefined)	-5	-6	7	-2	6	4	-2	-0.5	3	-2
CNC(C(=O)c1ccccc1)C(OC(C)C)c1ccc(Cl)cc1 (centres undefined)	-10	-10	15	4	-3	-3	-2	-1.2	-1	4
CCCCOc1ccc(C2/C(=C(\O)c3ccc4c(c3)OCCO4)C(=O)C(=O)N2CCCN2CCOCC2)cc1 (centres undefined)	·	·	19	0	5	-1	·	·	3	-10
O=C(Cc1ccccc1)NC1CCSc2ccccc21 (centres undefined)	-4	-6	15	1	5	2	1	-1.1	-4	2
CC(c1ccncn1)N(C)Cc1nc(Cc2ccccc2F)no1 (centres undefined)	-1	2	48	-6	-4	5	-1	-0.6	-3	4
O=c1c2ccccc2nnn1COc1cccc(Cl)c1	-8	-7	-14	3	-3	5	-2	-1.3	-14	1
COc1ccc(/C=C(/NC(=O)c2ccccc2)C(=O)N2CCOCC2)cc1OC	-10	-7	3	6	12	-6	6	1.9	-3	-12
C=CCNC(=S)NNC(=O)c1cc(Cl)ccc1OC	-10	2	-22	5	-4	-1	-2	0.2	-1	4
COC(=O)CN(c1ccc(OC)cc1)S(=O)(=O)c1ccc(OC)c(OC)c1	-4	-22	16	8	-2	0	3	0.3	7	1
O=C1NCCN1CCNS(=O)(=O)c1ccc(F)cc1	-1	6	-6	0	-9	-1	0	0.7	-5	-10
CNC(=S)N1CCN(c2ccccn2)CC1	8	0	-4	0	10	-1	-4	-0.5	1	-3
Cc1c(N=C2C=CC(=O)c3ccccc32)c(=O)n(-c2ccccc2)n1C	-10	-1	11	5	90*	-1	-4	-1.2	-35	·
COc1ccc(N(C(=O)c2snc(C(N)=O)c2N)C(CC(C)C)C(=O)NCC2CCCO2)cc1 (centres undefined)	-1	-5	15	4	3	-5	-1	-0.8	2	0
Cc1oc(-c2ccccc2)nc1C(=O)Nc1nccs1	-4	-2	30	3	1	0	-16	-1.1	6	3
CC(C)(C)NC(=O)C(c1ccncc1)N(C(=O)c1csnn1)c1cccc2ccccc12 (centres undefined)	-5	-19	2	-2	4	0	2	0.4	3	-4
N#CC1=C(N)OC2=C(C(=O)CCC2)C1Cc1ccccc1 (centres undefined)	-4	-11	·	2	-2	-1	1	-0.8	0	0
COc1ccc(C(=O)NC23CC4CC(CC(C4)C2)C3)cc1OC	-4	-16	-2	-2	-7	-1	-5	1.8	-1	4
COc1ccc(CNc2nn[nH]n2)cc1OC	3	0	27	6	8	3	1	-0.1	-1	-2
O=C(CN(Cc1ccccc1)S(=O)(=O)c1ccc(Cl)cc1)NCC1CCCO1 (centres undefined)	4	-6	3	-1	1	5	-2	-0.9	4	0
C[C@@H]1CN([C@H](C)CO)C(=O)Cc2cc(NC(=O)Nc3ccccc3)ccc2O[C@@H]1CN(C)Cc1ccc2c(c1)OCO2	-4	8	·	-2	-2	·	2	-0.3	-8	1
COc1ccc(/C=C/C(=O)NC(=S)N2CCN(c3ccccn3)CC2)cc1OC	-2	3	15	-2	-10	7	-4	-0.5	-10	-2
COc1ccccc1NC(=O)c1c(Nc2ccccc2F)sc(C(=O)Nc2cccc(Cl)c2)c1N	-2	24	-3	10	15	-4	0	0.0	-5	-189
Clc1cccc(CN2CCN(Cc3nc(CCc4ccccc4)no3)CC2)c1	3	-10	18	-10	11	-3	-3	-1.4	6	8
CN(C(=O)c1cc(S(=O)(=O)N2CCc3ccccc32)cn1C)C1CCCCC1	0	-39	17	-12	1	-4	-10	0.4	6	-2
Cc1ccc(-c2n[nH]c(=S)n2Cc2ccccc2)cc1	3	-7	-14	1	5	3	-1	?	-1	8

Entries of single compounds from above. Screens in order: BoNT F protease | PriA SSB inh | DUSP3 inh | MazF activator | CCHF vOTU inh | SARS 3CLpro inh | Anthrax LF prot | BoNT-A LC inh2 | PrPC surface inh | Rv3671c protease
Profile of `O=c1c2ccccc2nnn1COc1cccc(Cl)c1` → -8 | -7 | -14 | 3 | -3 | 5 | -2 | -1.3 | -14 | 1
Profile of `Cc1ccc(-c2n[nH]c(=S)n2Cc2ccccc2)cc1` → 3 | -7 | -14 | 1 | 5 | 3 | -1 | ? | -1 | 8

An excerpt of these results, field by field:
COC(=O)c1c(NC(NC(=O)C(C)C)C(Cl)(Cl)Cl)sc2c1CCC2 (centres undefined)
  BoNT F protease = -5; PriA SSB inh = -6; DUSP3 inh = 7; MazF activator = -2; CCHF vOTU inh = 6; SARS 3CLpro inh = 4; Anthrax LF prot = -2; BoNT-A LC inh2 = -0.5; PrPC surface inh = 3; Rv3671c protease = -2

CNC(C(=O)c1ccccc1)C(OC(C)C)c1ccc(Cl)cc1 (centres undefined)
  BoNT F protease = -10; PriA SSB inh = -10; DUSP3 inh = 15; MazF activator = 4; CCHF vOTU inh = -3; SARS 3CLpro inh = -3; Anthrax LF prot = -2; BoNT-A LC inh2 = -1.2; PrPC surface inh = -1; Rv3671c protease = 4

CCCCOc1ccc(C2/C(=C(\O)c3ccc4c(c3)OCCO4)C(=O)C(=O)N2CCCN2CCOCC2)cc1 (centres undefined)
  BoNT F protease = ·; PriA SSB inh = ·; DUSP3 inh = 19; MazF activator = 0; CCHF vOTU inh = 5; SARS 3CLpro inh = -1; Anthrax LF prot = ·; BoNT-A LC inh2 = ·; PrPC surface inh = 3; Rv3671c protease = -10

Carrying on:
SMILES	BoNT F protease	PriA SSB inh	DUSP3 inh	MazF activator	CCHF vOTU inh	SARS 3CLpro inh	Anthrax LF prot	BoNT-A LC inh2	PrPC surface inh	Rv3671c protease
CCn1c(=O)n(CC(=O)N(C)Cc2ccccc2)c(=O)c2ccccc21	-5	3	24	3	-1	-1	0	-0.5	6	6
Fc1ccccc1/C=C/c1ccc2ccccc2n1	8	-32	5	-3	-11	3	-2	0.8	5	-7
O=C(C[C@H]1C/C=C/CC[C@@H](Cc2ccc(F)cc2)C(=O)OC[C@H](c2ccccc2)NC1=O)NCCO	-1	-14	·	4	3	·	-2	0.2	-5	4
COc1c(C)cc(S(=O)(=O)NC2CC(C)(C)NC(C)(C)C2)c(C)c1C	6	-4	-1	5	7	-1	0	-0.1	1	2
COC(=O)C1=C(C)NC(=S)NC1c1ccco1 (centres undefined)	8	-10	36	8	1	5	8	-0.9	6	7
O=C(Nc1ccc(Cl)c(S(=O)(=O)N2CCOCC2)c1)[C@@H]1CCCN1C(=O)c1cccs1	-2	0	·	1	3	·	2	6.5	-7	-2
O=C(NCc1ccc2c(c1)OCO2)C1CCN(S(=O)(=O)c2cccs2)CC1	-10	2	6	10	9	-3	5	-0.2	-1	-4
O=C(NC1CCCC1)C(c1ccncc1)N(C(=O)c1csnn1)C1CCCC1 (centres undefined)	-1	1	-14	-11	-15	1	-4	-0.6	-6	2
Cc1cccc(C(=O)NCc2nnc(SC(C)C(=O)Nc3nnc(C)s3)n2C)c1 (centres undefined)	-4	16	·	0	0	·	-3	3.7	-6	2
COc1ccc(/C=N/NC(=O)c2ccc(Cn3cc([N+](=O)[O-])cn3)o2)cc1O	-2	·	-13	2	11	0	0	-0.3	-5	-2
COCCOc1cc(N)c(Cl)cc1Cl	0	-13	9	4	-1	6	4	-0.6	-9	-3
CCOC(=O)C1(Cc2cccc(OC)c2)CCN(Cc2cnc(C)s2)CC1	-24	-3	4	4	3	2	-4	-4.0	-9	-1
COc1ccc(Cl)cc1N(CC(=O)NCCSc1ccccn1)S(=O)(=O)c1ccccc1	2	1	8	-4	5	0	7	-1.3	-8	4
CN(C)C(=O)Oc1ccc[n+](C)c1	-16	-10	5	1	-6	-2	-4	-0.9	-4	-10
O=C1C2C3C=CC(C3=C(c3ccccc3)c3ccccc3)C2C(=O)N1Cc1ccccc1 (centres undefined)	-8	-2	-4	1	-5	-1	-4	-0.4	6	0
Cc1cc(C)n(C2CC(=O)N(c3cc(Cl)cc(Cl)c3)C2=O)n1 (centres undefined)	?	-2	20	-6	-9	1	9	?	-2	5
COc1ccc(NC(=O)c2cccc3c(-c4cnn(C)c4)coc23)cc1	-10	·	·	·	12	·	-6	-0.1	7	·
CCOC(=O)C1(Cc2ccccc2)CCN(Cc2cnn(C(C)C)c2)CC1	-3	2	35	6	-14	0	-5	-0.5	2	0
O=C(c1[nH]c(C(F)(F)F)nc1-c1ccccc1)N1CCC(Cc2ccccc2)CC1	-14	·	·	·	28	·	-11	-2.1	8	·
O=C1OC(CN2CCOCC2)CN1N=Cc1ccc([N+](=O)[O-])o1 (centres undefined)	-4	7	·	7	24	·	2	0.0	-37	-2
Cc1cc(C)n2ncc(C(=O)NCc3cccnc3)c2n1	-11	-3	4	-1	-14	1	0	-0.7	1	-9
O=C(NC1CCCCC1)c1ccc(CS(=O)Cc2ccccc2Cl)o1 (centres undefined)	1	-1	-2	12	7	0	-3	-0.6	-6	3
Nc1ccccc1S(=O)(=O)C(F)F	-2	-5	-16	1	5	3	1	-0.7	3	7
COc1ccc(C(=O)C2CCCN(C(=O)C3=CCCC3)C2)c(C)c1 (centres undefined)	2	-6	14	6	18	2	1	0.9	-1	8
COc1ccc(C(=O)Nc2ccc3c(c2)OCO3)cc1S(=O)(=O)N1CCOCC1	-6	·	·	1	-3	·	-6	-0.4	-1	·
Continuation.
SMILES	BoNT F protease	PriA SSB inh	DUSP3 inh	MazF activator	CCHF vOTU inh	SARS 3CLpro inh	Anthrax LF prot	BoNT-A LC inh2	PrPC surface inh	Rv3671c protease
Cc1ccc(NC(=O)CSc2nnnn2-c2cccnc2)c(C)c1	6	0	21	0	-1	3	-3	0.0	2	5
COc1cc(C(=O)Nc2ccc3c(c2)C(=O)N(CCC(=O)O)C3=O)cc(OC)c1OC	14	0	0	1	15	0	2	0.8	0	-8
O=C(O)CC(CC(=O)O)c1ccsc1	6	-14	·	8	-5	·	0	0.5	-4	6
Cc1ccccc1C(=O)c1c[nH]c(C(=O)NCCc2ccccn2)c1	-12	-10	28	7	-5	-4	-2	-0.1	-1	-6
COc1ccc(CCNCc2ccc(Br)cc2)cc1OC	-1	-19	-2	6	-15	6	6	0.0	-7	2
Cc1nn(C)cc1/C=N/NC(=O)c1ccco1	·	i	16	9	6	-2	·	·	5	3
O=C(O)c1cc(NCc2ccccc2)ccc1N1CCOCC1	4	-8	20	-4	4	-2	-6	0.3	-5	-7
COc1cccc(NC(=O)CN(C)C(=O)c2ccc(NC(=O)CC3SC(N4CCCC4)=NC3=O)cc2)c1 (centres undefined)	1	5	·	6	-5	·	1	-0.4	-4	·
COc1c(C)cc(S(=O)(=O)NCCN2CCOCC2)c(C)c1C	16	-3	-28	6	-16	6	7	0.0	-1	4
CN(C1CCS(=O)(=O)C1)S(=O)(=O)c1ccccc1 (centres undefined)	-4	-10	17	2	-7	4	-2	0.3	0	-5
O=C(N/N=C\c1c(F)c(F)c(F)c(F)c1F)c1ccc(-c2ccccc2)cc1	-3	·	14	-27	-4	2	-2	3.3	-3	-3
O=C(Nc1ccccc1O)c1ccc2c(c1)C(=O)N(Cc1ccco1)C2=O	1	-5	16	1	14	3	-2	1.5	-1	·
Cc1ccc(CNCC(=O)Nc2ccc(C)cc2Br)cc1	18	-4	33	8	8	-4	-6	3.0	3	1
Cc1ccc(/C=N/NC(=O)c2c[nH]c3ccccc23)s1	1	·	31	2	5	6	-1	0.9	0	0
CC(C)N(C)c1ncnc2c1ncn2[C@H]1CN(Cc2ccc(-c3ccccc3)cc2)C[C@@H](CO)O1	-24	·	·	·	3	·	-9	-1.7	4	·
COC(=O)c1ccc(N2C(=O)CC(N3CCOCC3)C2=O)cc1 (centres undefined)	0	5	19	4	-3	-4	2	-0.3	-1	-8
CC(=O)c1ccc(NC(=S)N(C)C2CCN(C)CC2)cc1	1	5	-14	-4	-8	1	-4	0.5	1	4
Cc1ccnc(NC(=O)c2ccc(Cl)cc2Cl)n1	·	·	0	·	-9	-1	·	·	-8	-3
Cc1ccccc1NC(=O)Cn1cccc1	-1	2	23	5	8	0	-2	-0.3	1	-5
COc1cccc(-n2c(=O)c3c(C)c(C(=O)N(C)C)sc3n(CC(=O)NCC3CCCO3)c2=O)c1 (centres undefined)	-1	6	-20	9	-2	3	1	-0.2	-5	4
